CBFb-RUNX1 inh – CBF-beta/RUNX1 interaction disruption; AlphaScreen CBFb-His/RUNX1-biotin binding, biochemical; Potency, µM (titrated, usually from 59.8 µM), for the others: top-dose activity, negative = inhibition, hits mostly inhibitors; 230,000 tested, under 10 active; AID 1477; note: % of control where 0% means no effect
Target sequence (Q01196 whole entry, looked up): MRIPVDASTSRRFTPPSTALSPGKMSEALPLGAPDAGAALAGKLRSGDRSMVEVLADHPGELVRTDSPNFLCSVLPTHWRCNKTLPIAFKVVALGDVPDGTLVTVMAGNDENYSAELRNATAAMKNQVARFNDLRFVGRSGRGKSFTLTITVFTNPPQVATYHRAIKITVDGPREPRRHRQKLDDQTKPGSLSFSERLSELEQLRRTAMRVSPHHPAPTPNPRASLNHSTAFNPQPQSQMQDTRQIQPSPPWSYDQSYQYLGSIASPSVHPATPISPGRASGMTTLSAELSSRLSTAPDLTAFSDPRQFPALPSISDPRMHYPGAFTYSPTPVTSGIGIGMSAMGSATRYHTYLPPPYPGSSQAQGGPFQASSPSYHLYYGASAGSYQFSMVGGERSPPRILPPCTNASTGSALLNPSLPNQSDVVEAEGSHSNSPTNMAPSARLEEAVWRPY
Target sequence (Q13951 whole entry, looked up): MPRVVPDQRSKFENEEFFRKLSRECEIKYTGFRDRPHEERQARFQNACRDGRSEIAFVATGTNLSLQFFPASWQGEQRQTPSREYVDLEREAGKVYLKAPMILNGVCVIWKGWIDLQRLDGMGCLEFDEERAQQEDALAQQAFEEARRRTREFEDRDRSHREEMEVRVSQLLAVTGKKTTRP
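Proteins preincubated together for 20 min at RT before compound addition; 15 min later, nickel and streptavidin beads were added and left 90 min prior to AlphaScreen measurement.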
Luc counter – counter-screen: inhibitors of Kinase-Glo firefly luciferase. Q27757. Potency, µM (highest dose often 38.3 µM), for the others: top-dose activity change, negative = inhibition, usual class: inhibitors. Kinase-Glo luciferase, ATP luminescence, 8 min. 0.28% of 200,000 active. AID 1379; note: potency is the fitted concentration of half-maximal effect; % is set by controls: 0 for no effect and ±100 for the full control effect; nearly all actives have a fitted effect of over 60% in size
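Kinase-Glo luciferase light output from ATP and luciferin was measured with 10 uM ATP, within the enzyme's linear range. Buffer: 50 mM imidazole pH 7.2, 50 mM KCl, 7 mM MgCl2, 0.01% Tween 20, 0.05% BSA; luminescence read after 8 min at ambient temperature.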
Epigenetic reg – regulators of epigenetic silencing causing reporter derepression in mouse cells; murine LDR cells, GFP reporter derepression, 30 h; Potency, µM (top dose mostly 53.9 µM), inactives show at the top dose GFP activation, hits mostly activators; 0.2% of 280,000 active; note: potency is the fitted concentration of half-maximal effect; % of control where 0% means no effect; nearly all actives have a fitted effect of over 60% in size
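GFP-positive cell count by laser-scanning cytometry (objects 20–120 um) after 30 h, 37 C compound exposure of murine LDR cells; reporter is CMV-GFP integrated at a silenced locus, inducible by HDAC or DNMT inhibitors.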
LMNA splice mod – LMNA splicing modulation; 0.01% of 200,000 active; Potency, µM (top dose mostly 46.1 µM), for the others: at the top dose ratio change, negative = inhibition, actives largely listed as inhibitors; HeLa LMNA splicing GFP/RFP minigene ratio, 48 h; active = well fitted inhibition curve with a large enough effect in the signal ratio, with a control signal flat, not every such curve was filed as active; inconclusive = small, poorly fitted or top-dose-only effect, or effect the other way, or a change in a side signal; the % refers to the signal ratio; note: potency is the fitted concentration of half-maximal effect; % is set by controls: 0 for no effect and ±100 for the full control effect
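S3 HeLa cells stably expressing lamin A-EGFP splicing minigene plus DsRed2, 600 cells/well, 48 h compound exposure at 37C. Laser-scanning cytometry; analysed as GFP (500-530 nm)/RFP (575-640 nm) total intensity ratio; 0.5% DMSO vehicle.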
NPSR antagonist – neuropeptide S receptor (human) antagonism, cAMP. AID 1461. CHO-NPSR cells, cAMP TR-FRET, antagonist mode. Potency, µM (series often up to 38.3 µM), inactives show at the top dose activity change, negative = inhibition, hits mostly inhibitors. 1% of 220,000 active; note: potency is the fitted concentration of half-maximal effect; % is set by controls: 0 for no effect and ±100 for the full control effect; nearly all actives have a fitted effect of over 50% in size; many of its hits are not listed in these tables
Target sequence (Q6W5P4 whole entry, looked up): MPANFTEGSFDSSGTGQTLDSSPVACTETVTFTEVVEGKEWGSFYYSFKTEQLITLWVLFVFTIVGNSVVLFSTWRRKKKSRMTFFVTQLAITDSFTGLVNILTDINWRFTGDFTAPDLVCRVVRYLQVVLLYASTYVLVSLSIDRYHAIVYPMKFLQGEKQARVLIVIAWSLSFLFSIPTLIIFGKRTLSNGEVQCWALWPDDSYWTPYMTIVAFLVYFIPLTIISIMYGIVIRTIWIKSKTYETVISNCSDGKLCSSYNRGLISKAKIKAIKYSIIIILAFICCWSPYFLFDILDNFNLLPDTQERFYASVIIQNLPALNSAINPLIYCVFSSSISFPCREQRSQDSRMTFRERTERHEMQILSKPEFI
IMPase Li inh – membrane-permeable IMPase blocker, potentiated with lithium; 0.35% of 210,000 active; CHO-M1 cells, IP1 TR-FRET (IP-One), carbachol + lithium; Potency, µM (titrated, usually from 59.4 µM), without a hit: at the top dose activity, negative = IMPase inhibition, most hits filed as inhibitors;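 note: IP1 builds up when IMPase is blocked and the TR-FRET signal falls; potency is the fitted concentration of half-maximal effect; plate controls were basal vehicle for no effect and high inhibitor control for full effect; nearly all actives have a fitted effect of over 50% in size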
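Test compounds were applied to CHO-M1 cells previously cultured for 16–30 h at 2000 per well. A small lithium amount accompanied them; after 30 min at 37C, IP1 was quantified by TR-FRET.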
HTT aggregate – inhibitors of mutant huntingtin aggregate formation in PC12 cells | Potency, µM (highest dose often 46.1 µM), without a hit: top-dose activity change, negative = inhibition, hits mostly inhibitors | PC12 HttQ103-GFP aggregates, Acumen cytometry, 40 h | 1.1% of 220,000 active | AID 1688; note: potency is the fitted concentration of half-maximal effect; % is set by controls: 0 for no effect and ±100 for the full control effect; nearly all actives have a fitted effect of over 60% in size
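Inducible Q103 Huntingtin exon 1–GFP PC12 line, 1500 cells/well in phenol red free DMEM with 5% equine and 5% calf serum. Tebufenozide 100 nM induced expression; compounds titrated; aggregates quantified by cytometry.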
The depositor's hits bear a star; u = inconclusive; x = no result given; & = joins results of further samples; [ ] = another dose, or the depositor's remark. Unless noted, calls come from the whole dose curve; as a rule, active = well fitted curve in the direction sought with a large enough effect; inconclusive = small, poorly fitted or top-dose-only effect, or another doubt; inactive = no such curve, though single readings can be large; an effect the other way counts as inactive or inconclusive.

SMILES | CBFb-RUNX1 inh | Luc counter | Epigenetic reg | LMNA splice mod | NPSR antagonist | IMPase Li inh | HTT aggregate
COc1cc(NC(=O)C(=O)NNC(=O)C2CCCCC2)c(OC)cc1Cl | 10% | -3% | 11% | u | -3% | -10% | -13%
C/C(=N\OCc1ccccc1C#N)c1cc2ccccc2o1 | u | 0% | -2.5% | x | -14% | 12% | u
Cc1ccc(C(=O)NCC(=O)OCC(=O)NC2CCS(=O)(=O)C2)cc1C (configuration not stated) | -6% | -4% | -3.0% | -5% | 18% | 1% | 17%
Cc1c(=O)n(OCc2ccccc2F)c2ccccc2[n+]1[O-] | 4% | 0% | u | 3% | -13%[46.1 µM] | 27%[38.3 µM] | -23%
N=C(N)c1ccc(O)cc1 | 13% | -5% | 0.1% | u | -7% | 3% | -3%[9.22 µM]
COCCCN(Cc1ccccn1)S(=O)(=O)Cc1ccccc1 | 0% | -2% | 0.0% | 2% | -14%[46.1 µM] | -2% | -17%
CC(Nc1cc(N2CCOCC2)ccc1[N+](=O)[O-])c1ccccc1 (configuration not stated) | -24% | 0% | -2.2% | 8% | 7% | 7% | 4%
COc1ccc(S(=O)(=O)N2CCOCC2)cc1NC(=O)CSc1nnc(C2CC2)n1N | 3% | -1% | -0.4% | -1%[46 µM] | 8% | -3% | 3%
FC(F)Oc1ccc(/C=N/NC(=S)Nc2cc(C(F)(F)F)ccc2Cl)cc1 | -4% | -1% | 1.3% | 6% | -31% | 1% | -2%
COc1cc(CNCc2cccs2)cc(Br)c1OC | 7% | 0% | 0.0% | 10% | 2%[46.1 µM] | -5%[38.3 µM] | -2%
CN(C)c1ccc(/C=N/NC(=O)c2ccccc2)cc1 | 1% | u | 2.2% | 11%[46 µM] | -20% | 8% | x
COc1cccc([C@@H]2Oc3ccc(Br)cc3C[C@H]2OC(=O)NS(=O)(=O)c2ccc(F)cc2)c1 | -15% | -5% | -1.1% | x | x | 14% | x
C=CCSc1nc(C)c(CC(=C)C)c(=O)[nH]1 | 14% | 3% | 1.2% | x | -14% | 2% | -5%
C/C(=N\N=C1\NC(=O)C(CC(=O)Nc2ccc(C)c(Cl)c2)S1)C(C)C (configuration not stated) | -8% | 5% | 0.0% | -16%[46 µM] | -18% | -8% | 6%
CCOC(=O)c1[nH]c(C)c(C(=O)OCC(=O)N2CC(=O)Nc3ccccc32)c1C | 1% | 5% | 0.0% | -11% | -2%[46.1 µM] | 7% | 19%
O=C1CCCc2nc(N3CCN(c4ccccc4)CC3)ncc21 | 2% | 13% | 8.7% | 9% | -31%[46.1 µM] | 11µM* | 10%[9.22 µM]
O=C(CCNc1cccc(F)c1)c1cc2ccccc2o1 | -26% | -3% | -1.1% | x | -6% | -4% | u
Cc1c(CN2CCC(CO)(Cc3cccc(C(F)(F)F)c3)CC2)c2ccccc2n1C | 4% | x | -1.5% | x | u | x | u
O=C(CSc1nnc(-c2ccncc2)o1)c1cccc([N+](=O)[O-])c1 | -13% | 1% | 0.9% | -13%[46 µM] | 13% | 6% | 22%
Cc1ccc(OCC(=O)O)c(-n2nc3ccccc3n2)c1 | 11% | 5% | -0.9% | 8% | -1%[46.1 µM] | -3%[38.3 µM] | -3%
Cc1noc(C)c1S(=O)(=O)Nc1ccccc1OC(F)(F)F | 1% | x | -1.3% | x | -2% | x | 15%[9.22 µM]
COC(=O)c1sc(NC(=O)C(C)C)c(C(=O)OC)c1C | 2% | -7% | 1.1% | 4% | 13%[46.1 µM] | 7%[38.3 µM] | -20%
Cc1nc2cc3c(cc2c(C)c1C(=O)OC(C)C)OCO3 | -5% | -5% | 2.6% | u | 7% | 14% | 1%
CCOc1cc2c(cc1C=O)OC(C)C2 (configuration not stated) | -13% | -1% | 5.6% | x | 1% | -15% | -11%
CC1CC(C)CN(S(=O)(=O)c2ccc(C(=O)NN3CCOCC3)cc2)C1 (configuration not stated) | 7% | 3% | 3.0% | -19%[46 µM] | 2% | 5% | -5%

Ordered by SMILES length (falling): three of the compounds above
SMILES | CBFb-RUNX1 inh | Luc counter | Epigenetic reg | LMNA splice mod | NPSR antagonist | IMPase Li inh | HTT aggregate
COC(=O)c1sc(NC(=O)C(C)C)c(C(=O)OC)c1C | 2% | -7% | 1.1% | 4% | 13%[46.1 µM] | 7%[38.3 µM] | -20%
Cc1nc2cc3c(cc2c(C)c1C(=O)OC(C)C)OCO3 | -5% | -5% | 2.6% | u | 7% | 14% | 1%
C=CCSc1nc(C)c(CC(=C)C)c(=O)[nH]1 | 14% | 3% | 1.2% | x | -14% | 2% | -5%

Next part:
SMILES | CBFb-RUNX1 inh | Luc counter | Epigenetic reg | LMNA splice mod | NPSR antagonist | IMPase Li inh | HTT aggregate
CN1CCN(Cc2nc3ccccc3c(=O)n2CC#N)CC1 | 9% | -2% | 3.9% | x | 4% | 11% | 12%
COc1ccc(S(=O)(=O)Nc2ccc(S(=O)(=O)N3CCOCC3)cc2)cc1C | 7% | 0% | -1.0% | -20% | -13%[46.1 µM] | 15%[38.3 µM] | 22%
CS(=O)(=O)c1ccc2nc(NC(=O)c3ccc(=O)[nH]c3)sc2c1 | 20% | x | -1.6% | x | 11% | x | -6%[9.22 µM]
O=Cc1cnc(N2CCOCC2)nc1 | 14% | 1% | 0.0% | -14% | 24% | 3% | 14%
CCC(C)[C@H](NC(=O)Nc1ccc(C(C)=O)cc1)C(=O)OC (some centres not stated) | 4% | -7% | -0.2% | 4% | 1%[46.1 µM] | -7%[38.3 µM] | 1%
c1csc(-c2nc3c4ccccc4c4ccccc4c3[nH]2)c1 | 14% | -4% | 1.2% | u | 10%[46.1 µM] | -3% | u
Cc1nc2sc(C(c3cccs3)N3CCOCC3)c(O)n2n1 (configuration not stated) | 0% | -1% | -1.0% | -5% | 9% | 5% | -12%
CCC(C)c1c(O)nc(SCc2ccccc2)[nH]c1=O (configuration not stated) | 6% | 0% | -0.7% | 1% | -1%[46.1 µM] | -12%[38.3 µM] | 29%
CCCCC1=CC2=CC(=O)C(C)(OC(=O)CC)C(=O)C2=CN1c1cccc(C#N)c1 (configuration not stated) | 2%[13.1 µM] | -3%[7.66 µM] | x | -6%[9.22 µM] | x | 9% | x
Cc1ccc(NC(=O)Nc2ccc3oc(C)nc3c2)cc1 | -4% | -9% | -1.4% | -14% | -3%[46.1 µM] | 12%[38.3 µM] | -21%
CC(C)Cc1cc(CN2CCC(CO)(Cc3ccccc3)CC2)[nH]n1 | 5% | x | 4.7% | x | -4% | x | 11%[9.22 µM]
CC(C)N1CCN(Cc2cc(F)ccc2-n2cccn2)CC1CCO (configuration not stated) | 8% | 6% | 0.5% | x | -9% | 9% | -11%
COc1ccc(OC)c(NC(=O)c2cccc(C)c2[N+](=O)[O-])c1 | 3% | 4% | -1.1% | u | 3% | 5% | 4%[9.22 µM]
Cc1ccc2cc(CN(c3ccccc3)S(=O)(=O)c3ccccc3)c(=O)[nH]c2c1 | -4% | x | 0.0% | x | -23% | x | 33%[9.22 µM]
O=C(COc1ccc(S(=O)(=O)Nc2ccccc2)cc1)NCc1cccnc1 | -1% | 2% | -1.0% | -15% | 10% | 25% | -17%
O=C(O)c1cccc(-c2nc3ccccc3[nH]2)c1 | 15% | -11% | -1.6% | -9% | 13% | -8% | -2%
COc1ccc(C(=O)NCC(=O)OCC(=O)Nc2cc([N+](=O)[O-])ccc2F)cc1 | -3% | -3% | -3.5% | x | 8% | 1% | 0%
Cc1sc2c(c1C)c(=O)n(-c1ccccc1)c1nnc(C)n21 | 3% | 3% | -1.3% | -1% | 5%[46.1 µM] | -17%[38.3 µM] | -2%
COC(=O)c1ccc(C23CC4(C2)[C@H](CN(C)[C@@H]4c2ccccc2)C3c2ccc(Cl)nc2)cc1 (some centres not stated) | 9%&8% | 1% | -0.5%&-0.7% | x | -19% | 14% | -10%[9.22 µM]
Cc1cc(C)c(C)c(S(=O)(=O)NCC(=O)O)c1C | -1% | 2% | 1.3% | 5% | 9%[46.1 µM] | 14%[38.3 µM] | -1%
Cc1ccc(Nc2c([N+](=O)[O-])c(=O)n(C)c3ccccc23)cc1C | -11% | 3% | -0.9% | -21% | -18%[46.1 µM] | 19% | 5%
O=[N+]([O-])c1cccc(-c2nnc(C3CC3)o2)c1 | 0% | x | -3.7% | x | -9% | x | 9%[9.22 µM]
Fc1ccc(-n2nnc(-c3cccnc3)n2)cc1 | 6% | x | -2.0% | x | -10% | 7% | 8%[9.22 µM]
COc1cc([N+](=O)[O-])ccc1-c1ccc(/C=N/NC(=O)OC(C)(C)C)o1 | 6% | x | u | x | 28% | x | 1%[9.22 µM]
CCN1C(=O)C(O)(C2COC(C)(C)CC2=O)c2cc(Br)ccc21 (configuration not stated) | 16% | 0% | -1.1% | u | 12%[46.1 µM] | 21%[38.3 µM] | u
The list continues.
SMILES | CBFb-RUNX1 inh | Luc counter | Epigenetic reg | LMNA splice mod | NPSR antagonist | IMPase Li inh | HTT aggregate
CC1CCCN(c2nc3ccccc3nc2C(C#N)C(=O)OC2CCCCC2)C1 (configuration not stated) | 4% | -3% | -3.5% | 9% | -16%[7.67 µM] | -6%[38.3 µM] | -13%
CN(C)C=NC(=O)c1cc(C(=O)c2ccccc2)c[nH]1 | -5% | -1% | -1.7% | x | 0% | 1% | 25%
Cc1ccc(-n2nc(C)c3c2OC(N)=C(C#N)C3c2ccoc2)cc1 (configuration not stated) | u | -5% | -3.1% | -5% | -4%[46.1 µM] | -2%[38.3 µM] | 17%
COc1ccc(OC)c2[nH]c(=O)c(CCNS(=O)(=O)c3ccccc3)cc12 | -4% | 3% | 0.0% | 10% | -8%[46.1 µM] | -1%[38.3 µM] | 10%
COC(=O)c1c(-c2c(Cl)cccc2Cl)noc1C(=O)NNC(=O)N(C)C | 2% | x | -1.1% | x | 6% | x | 18%[9.22 µM]
Cc1ccc(SCCCCN2CCNCC2)cc1 | 4% | -1% | 1.1% | u | 14% | 4% | 6%
CCOC(=O)c1ccc(N2C(=O)CC(N3CCC(Nc4ccc(F)cc4)CC3)C2=O)cc1 (configuration not stated) | -1% | -1% | -0.7% | 0% | -9%[46.1 µM] | 21%[38.3 µM] | -13%
O=C(Cc1ccccc1[N+](=O)[O-])Nc1ccc2c(c1)OCO2 | -2% | -3% | -0.8%[10.1 µM] | -12%[46 µM] | 7% | -10% | -1%[9.22 µM]
CC(=O)N1N=C(c2cccs2)CC1c1ccc(C)o1 (configuration not stated) | -5% | 2% | -1.3% | -3%[46 µM] | -11% | 2% | -10%[9.22 µM]
CCOc1ccc2nc(NC(=O)Nc3ccccc3)sc2c1 | -2% | 0% | 2.1% | 6% | -13%[46.1 µM] | 31%[activator][38.3 µM] | 19%

An excerpt (hit frequency here may not be typical).
